HTT ATP protect = cytoprotection in Huntington HTT-Q103 PC12 cell model | Potency, µM (highest dose often 56.4 µM), for the others: cytoprotection (ATP increase), actives largely listed as activators | PC12 HTT-Q103 induced, cytoprotection, ATP luminescence, 40 h | 230,000 tested, 0.14% active;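 further: % of control where 0% means no effect; nearly all actives have a fitted effect of over 45% in size; toxic huntingtin expression switched on by the ecdysone agonist tebufenozide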
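PC12 cells stably carrying ecdysone-inducible Htt exon 1 (Q103)–GFP were induced with 100 nM tebufenozide (final) alongside library compounds in a dose series. Cytoprotection was scored as retained ATP by ATPlite luminescence.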
Tau ThT inhib = blocks human tau fibril formation measured by thioflavin T. P10636. recombinant tau K18 P301L, heparin-induced fibrillization, ThT fluorescence. Potency, µM (series often up to 57.4 µM), for the others: at the top dose activity, negative = inhibition, usual class: inhibitors. 270,000 tested, 2.1% active. AID 1460; further: on the % scale 0 is the no-effect control and ±100 the full control effect; nearly all actives have a fitted effect of over 55% in size
Target sequence (P10636 561-689 P618L limits assumed): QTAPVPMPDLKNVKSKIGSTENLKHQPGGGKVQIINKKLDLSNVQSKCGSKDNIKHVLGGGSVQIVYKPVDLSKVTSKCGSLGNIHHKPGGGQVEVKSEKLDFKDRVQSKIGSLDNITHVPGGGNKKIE
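Aggregation was driven by heparin (20 uM final) acting on recombinant tau […] bearing P301L in 100 mM sodium acetate pH 7; fibrils were detected with Thioflavin T.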
Tau fluor counter = counter-screen for tau fibril formation inhibitors; 280,000 tested, 0.93% active; AID 1463; Potency, µM (titrated, usually from 57.7 µM), inactives show at the top dose activity change, negative = decrease; tau K18 P301L (four-repeat tau fragment) Alexa594 fluorescence, heparin fibrillization; further: on the % scale 0 is the no-effect control and ±100 the full control effect; nearly all actives have a fitted effect of over 55% in size
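Human K18 P301L tau (15 uM unlabeled plus 0.24 uM Alexa 594-labeled, final) in 100 mM sodium acetate pH 7 was mixed with compound and 20 uM heparin and incubated 6 hr at 37 C.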
Tau fibril FP = blocks human tau fibril formation measured by polarization; P10636; K18 P301L tau heparin fibrillization, Alexa594 FP, 6 h; Potency, µM (series often up to 57.7 µM), inactives show at the top dose activity, negative = inhibition, hits mostly inhibitors; 280,000 tested, 0.39% active; AID 1468; further: on the % scale 0 is the no-effect control and ±100 the full control effect; nearly all actives have a fitted effect of over 55% in size
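FP of Alexa 594-tau after heparin (20 uM) induction. Substrate: human K18 P301L, 15 uM unlabeled, 0.24 uM labeled. Buffer 100 mM sodium acetate pH 7. 6 hr, 37 C.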
TRb SRC2 PPI = disrupts binding of human TR beta to SRC2 | P10828 | TRbeta-SRC2 peptide binding, fluorescence polarization; receptor liganded with 1 µM T3 | Potency, µM (top dose mostly 106 µM), for the others: at the highest dose activity change, negative = inhibition, most hits filed as inhibitors | 280,000 tested, 0.065% active | AID 1469;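 further: plate controls were bound peptide for no effect and peptide without receptor for full effect; nearly all actives have a fitted effect of over 50% in size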
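A fluorescence polarization screen tested compounds at multiple concentrations against complex formation between 0.6 uM TRb ligand-binding domain and 20 nM Texas Red SRC2 peptide, with 1 uM T3 present; readout after 5 hr.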
TexasRed fluor = Texas Red fluorescence interference in TRb-SRC2 counter-screen | TRb/SRC2 Texas Red total fluorescence interference | Potency, µM (titrated, usually from 106 µM), inactives show top-dose fluorescence change, negative = quenching | 280,000 tested, 0.29% active | AID 1479; active means well fitted curve in either direction with a large enough effect; inconclusive means small, poorly fitted or top-dose-only effect; further: on the % scale 0 is the no-effect control and ±100 the full control effect
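Human TRb ligand-binding domain at 0.6 uM with 20 nM Texas Red SRC2 peptide in Tris buffer containing 1 uM T3 and 5% DMSO, incubated with compound 5 h at ambient temperature. Total fluorescence (555/632 nm) calculated as parallel + 2 × perpendicular.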
L3MBTL1 inh = inhibitors of human L3MBTL1; Potency, µM (doses to about 57.1 µM), without a hit: at the top dose activity, negative = inhibition, hits mostly inhibitors; 230,000 tested, 0.66% active; AlphaScreen L3MBTL1–H3K9me1 peptide binding; Q9Y468; further: on the % scale 0 is the no-effect control and ±100 the full control effect; nearly all actives have a fitted effect of over 60% in size
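Read-out is AlphaScreen signal from streptavidin donor and nickel chelate acceptor beads (10 ug/mL final each) bridging L3MBTL1 (50 nM) and biotinylated K9-monomethylated H3(1-15) peptide (75 nM), after 30 min compound exposure at room temperature.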
RECQ1 helicase = RECQ1 (human) helicase inhibition. P46063. RECQ1 DNA unwinding, red fluorescence kinetic read. Potency, µM (doses to about 57.3 µM), for the others: top-dose activity, negative = inhibition, most hits filed as inhibitors. 240,000 tested, 0.54% active;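 further: plate controls were vehicle for no effect and no enzyme for full effect; nearly all actives have a fitted effect of over 30% in size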
Target sequence (P46063 whole entry, looked up): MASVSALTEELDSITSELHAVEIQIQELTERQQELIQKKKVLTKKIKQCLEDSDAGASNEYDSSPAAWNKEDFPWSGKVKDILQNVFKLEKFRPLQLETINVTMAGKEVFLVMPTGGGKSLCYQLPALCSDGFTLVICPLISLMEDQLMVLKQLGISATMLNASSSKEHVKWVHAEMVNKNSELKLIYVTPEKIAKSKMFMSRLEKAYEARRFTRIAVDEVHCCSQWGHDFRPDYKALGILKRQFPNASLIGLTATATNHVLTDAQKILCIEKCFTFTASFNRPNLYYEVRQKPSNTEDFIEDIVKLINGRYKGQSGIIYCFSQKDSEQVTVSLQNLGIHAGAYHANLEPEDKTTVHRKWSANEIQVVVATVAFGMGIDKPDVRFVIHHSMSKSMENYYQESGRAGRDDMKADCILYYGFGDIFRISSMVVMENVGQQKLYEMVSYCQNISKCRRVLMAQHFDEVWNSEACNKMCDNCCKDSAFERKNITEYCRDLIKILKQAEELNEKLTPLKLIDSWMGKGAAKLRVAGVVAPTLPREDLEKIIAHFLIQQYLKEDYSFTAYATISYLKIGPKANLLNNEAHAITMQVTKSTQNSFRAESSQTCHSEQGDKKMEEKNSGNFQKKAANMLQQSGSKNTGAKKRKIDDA
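RECQ1T1 50 nM; forked duplex (20 bp + 30-nt ss tails) 200 nM, ATP 2 mM final; pH 8.0, 2 mM MgCl2, 2.5 ug/ml poly(dI-dC); 15 min compound preincubation; discontinuous kinetic read over 2 h at RT.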
The depositor's hits bear a star; i = inactive; ? = inconclusive; . = not tested or not shown; [ ] = remark or other dose. Unless noted, the call rests on the fitted dose curve; in most records, active means well fitted curve in the direction sought with a large enough effect; inconclusive means small, poorly fitted or top-dose-only effect, or another doubt; inactive means no such curve, though single readings can be large; an effect the other way counts as inactive or inconclusive. Potency means the concentration at half of the fitted maximal effect. The list is partial; count on the stated rates, not on these rows.

SMILES | HTT ATP protect | Tau ThT inhib | Tau fluor counter | Tau fibril FP | TRb SRC2 PPI | TexasRed fluor | L3MBTL1 inh | RECQ1 helicase
COC(=O)c1c(-c2ccc3ccccc3c2)csc1NC(=O)Cc1ccc(OC)c(OC)c1 | -70%[inhibitor] | -11% | -17% | -3% | 7% | 5% | -12% | -18%
CCCCOc1ccccc1C(=O)N(Cc1cccc(F)c1)C1CCS(=O)(=O)C1 (centres undefined) | . | 2% | -8% | -5% | -7% | 4% | . | .
O/N=C1\CC/C(=N\O)c2nn(-c3ccc(Cl)cc3Cl)nc21 | ? | -8% | -9% | 2% | -5% | -2% | 9% | 0%
O=C(CN1C(=O)CC(c2ccco2)Sc2ccccc21)NC1CCCCC1 (centres undefined) | 14%[10 µM] | -2% | -5% | -5% | 4% | 2% | -14% | i
O=c1c2cc3c(cc2nc2sc(Nc4cccc([N+](=O)[O-])c4)nn12)OCO3 | . | ? | -14% | 4% | -10% | -1% | . | .
Cc1cccc(Cn2c(SCc3ccc(C(=O)NC4CCCCC4)cc3)nc3cccnc32)c1 | . | -2% | -8% | 7% | 1% | -14% | . | .
CS(=O)(=O)N(CC(=O)Nc1ccccc1-c1ccccc1)c1ccccc1 | -13% | -5% | -18% | -10% | 2% | 3% | . | -11%
COc1cc(-c2nc3ncccn3c2Nc2ccc(C)cc2C)ccc1O | . | ? | ? | 6% | 4% | -4% | . | .
Cc1ccc(S(=O)(=O)N(C)CCCC(=O)N2CCN(C=O)CC2)cc1 | 9% | 3% | 5% | -2% | -4% | 3% | . | i
COc1cc(OC)nc(Oc2ccccc2C(=O)Oc2ccccc2Cl)n1 | -2% | -9% | -17% | -8% | -15% | -1% | 13% | -4%
CC(C)(C)C(=O)/C(C#N)=C/c1cccs1 | 13%[10 µM] | . | ? | 6% | 3% | -1% | . | -3%
COc1cc2c(cc1OC)CN(C(=O)COc1ccc(C)c(C)c1)CC2 | -21%[0.074 µM] | ? | -2% | 10% | 5% | 1% | -4% | -8%
Cc1ccc(C2C(C(=O)c3cccs3)=C(O)C(=O)N2CCN2CCOCC2)o1 (centres undefined) | -4% | 1% | 15% | 1% | -3% | -1% | 0%[11.4 µM] | -10%
C=C(C)C(=O)Nc1cccc(C2=NOC3(C2)C[C@H](C(N)=O)N(C(=O)C(c2ccccc2)c2ccccc2)C3)c1 (some centres undefined) | ? | -8% | -12% | -4% | 4% | -1% | . | ?
COc1cccc(NS(=O)(=O)c2ccc(Br)s2)c1 | -9% | -11% | -17% | 4% | 5% | 2% | 4% | i
O=C(COc1ccc(F)cc1)Nc1nnc(S(=O)(=O)N2CCc3ccccc32)s1 | . | 2.8µM* | -26% | -2% | -6% | ? | . | .
CCC(C)NC(=O)CSc1n[nH]c(-c2cc(Cl)ccc2OC)n1 (centres undefined) | -6% | -2% | -7% | -6% | -4% | -2% | . | i
COc1ccc(CCNC2CC(=O)N(CCc3ccccc3)C2=O)cc1 (centres undefined) | 14% | -12% | -7% | 5% | -12% | 1% | . | -4%
COc1ccc2nc(NCCCNC(=O)c3cc(OC)c(OC)c(OC)c3)c(C#N)cc2c1 | -13% | 14% | -8% | 4% | -9% | -1% | 11% | 15%
COC(=O)c1c[nH]n2c(=O)c(Cc3ccc(F)cc3Cl)c(C)nc12 | -10%[0.074 µM] | -19% | -2% | 5% | -2% | 0% | -9% | -2%
CSCCC(NC(N)=O)C(=O)Nc1ccc(C)cc1 (centres undefined) | 22%[10 µM] | 2% | 8% | 5% | 0% | 0% | 0% | i
CC1=C(C(=O)Nc2cc(C)cc(C)c2)C2(CCCCC2)OC1=O | . | -1% | -10% | -5% | -5% | -19% | . | .
COc1ccc(C2=C(Nc3ccc(C)cc3C)c3ccccc3C2=O)cc1 | . | -19% | -22% | 0% | -9% | -4% | . | .
Cc1noc(NS(=O)(=O)c2ccc(NC(=O)CCC3CCCCC3)cc2)c1C | 3% | -5% | 4% | 2% | 8% | 0% | 8%[11.4 µM] | 3%
CCCN(CCC)c1ncnc2nc[nH]c12 | 5% | -3% | 0% | -8% | -18% | -1% | 7% | -5%
Cc1ccc(S(=O)(=O)CNC(=S)c2cccc(C)c2)cc1 | -8% | ? | -13% | 2% | -2% | -1% | . | i
CN(C(=O)c1cc2c(=O)oc3ccccc3c2s1)c1ccc(F)cc1 | . | 2% | -4% | -11% | -1% | -1% | . | .
CCOc1ccc(/C=N/NC(=O)C(C)Sc2ccccn2)cc1OCC (centres undefined) | -21%[10 µM] | -11% | -7% | -1% | -13% | 0% | 12% | -5%
CCc1ccc(C2CC(c3ccc(Cl)cc3)=NNC2=O)cc1 (centres undefined) | 8% | ? | -21% | 3% | 1% | -9% | . | i
CCOC(=O)COc1nc(-c2ccc(C)cc2)cc(-c2ccco2)c1C#N | 10%[10 µM] | -2% | -15% | -6% | 8% | -1% | 4% | 21%
CC(C)c1nc2oc3c(N(C)CCO)ncnc3c2c2c1CCC2 | -15%[10 µM] | 7% | -2% | 4% | 8% | 1% | -2% | 7%
Clc1ccc(-c2ccn[nH]2)cc1 | -16% | -1% | -3% | 0% | -13% | 0% | . | -7%
CCOc1ccc(NC(=O)c2oc(=O)c3ccccc3c2-c2ccc(C)cc2)cc1 | . | 3% | -15% | -4% | 7% | 0% | . | .
C=CCNc1nc(C)nc(OC)n1 | -15% | 0% | 4% | 3% | -12% | -3% | 2% | -12%
Cc1cccc(N2C(=O)/C(=C/c3ccccn3)SC2=S)c1 | 28%[10 µM] | -6% | -7% | ? | -2% | 3% | -2% | i
COc1ccc(C(C)=O)cc1COC(=O)c1ccc(N)c([N+](=O)[O-])c1 | -22% | ? | ? | -7% | -12% | -4% | 1% | ?
CC(C)CN1CCC(=O)N([C@H](CSc2ccc(Br)cc2)c2ccccc2)CC1 | -16%[10 µM] | ? | -14% | 2% | -11% | -1% | . | i
Cc1cccc(N2C(=O)CSC2c2cccnc2)c1 (centres undefined) | 16% | -11% | 0% | 2% | 4% | -1% | . | -4%
Cc1nc(C(C)(C)O)n(-c2ccccc2)n1 | -10%[0.074 µM] | -2% | 5% | -2% | -4% | -2% | 4% | -10%
CC1CCCC(C)N1CCNC(=O)C1CCN(S(=O)(=O)N2CCCCC2)CC1 (centres undefined) | 6%[1.9 µM] | 2% | 9% | 9% | 3% | 3% | -2% | -3%
CCC(C)(C)n1nnnc1C(C(C)C)N1CCSCC1 (centres undefined) | 10%[10 µM] | -3% | -12% | -3% | 3% | 1% | . | -4%
CCCCn1cnc2c(c(-c3ccccc3)c(-c3ccccc3)n2Cc2ccco2)c1=N | 1%[10 µM] | -19% | -8% | -3% | -2% | -1% | -5% | -12%
CCC(=O)NNc1cccc(Cl)n1 | -11% | 5% | 2% | 0% | 5% | -5% | 3% | 7%
COc1cc(OC)cc(C(=O)Nc2ccc3nc4c(c(Nc5ccc(OC)c(OC)c5)c3c2)CCCC4)c1 | . | 32µM* | 18µM*[quencher] | ? | -5% | -7% | . | .
CCn1c(-c2ccc(F)cc2)cnc1SCC(=O)N1CCc2ccccc21 | 23%[10 µM] | ? | -9% | 8% | 2% | -3% | -15% | 11%
CCOC(=O)C1CCN(C(=S)NC2CCCC2)CC1 | . | 3% | 3% | 2% | -8% | -3% | -4% | 3%
CC(=O)N1CCc2cc(S(=O)(=O)NC(CC(C)C)C(=O)NCCc3ccccc3)ccc21 (centres undefined) | . | -9% | -18% | -4% | 5% | -1% | . | .
CC1=C(C(=O)Nc2ccccc2)C(c2ccccc2C)n2ncc(C(=O)Nc3ccccc3)c2N1 (centres undefined) | . | -10% | -29% | -11% | -4% | -5% | . | .
CCOC(=O)C1CCN(C(=O)c2cc3cc4cc(OC)ccc4nc3o2)CC1 | 17%[10 µM] | ? | -9% | 1% | -8% | -2% | 3% | -12%
CN(C)c1ccc(NC(=S)NC(=O)/C=C/c2ccco2)cc1 | -18% | ? | -23% | -13% | -5% | -3% | . | -23%

Two entries from above, set out differently:
Below each SMILES – HTT ATP protect, Tau ThT inhib, Tau fluor counter, Tau fibril FP, TRb SRC2 PPI, TexasRed fluor, L3MBTL1 inh, RECQ1 helicase
> CN(C)c1ccc(NC(=S)NC(=O)/C=C/c2ccco2)cc1
→ -18%, ?, -23%, -13%, -5%, -3%, ., -23%
> CCOC(=O)C1CCN(C(=S)NC2CCCC2)CC1
→ ., 3%, 3%, 2%, -8%, -3%, -4%, 3%

Further results.
SMILES | HTT ATP protect | Tau ThT inhib | Tau fluor counter | Tau fibril FP | TRb SRC2 PPI | TexasRed fluor | L3MBTL1 inh | RECQ1 helicase
Cc1nn(C)c(Cl)c1CN1CCCC(CO)(Cc2ccccc2)C1 (centres undefined) | -50% | -2% | 1% | 3% | 1% | -5% | -4% | -3%
Cc1nnc(SCC(=O)NC2CCCCC2C)s1 (centres undefined) | -6%[10 µM] | -7% | -12% | -10% | -6% | -6% | -6% | 0%
Cc1cc2c(nc1C)CCCN2C[C@@H](C)O/N=C1/[C@H]2CCn3c(=O)n(-c4ccccc4)c(=O)n3[C@H]2[C@H](O)[C@@H]2O[C@H]12 | . | ? | -12% | -3% | 1% | 2% | -4% | -13%
CN=C1S/C(=C\c2cc(C)n(-c3ccccc3F)c2C)C(=O)N1C | -15%[10 µM] | ? | -29% | -3% | -20% | 0% | -10% | -22%
Cc1ccc(C(=O)c2ccccc2C(=O)OCC(=O)NC(=O)NC(C)(C)C)cc1 | -26% | -4% | -6% | 5% | -3% | -1% | -6% | -5%
O=C1OCCC1Sc1nnc(-c2cccs2)n1Cc1ccccc1 (centres undefined) | -3% | -1% | 4% | 6% | -10% | 1% | 5% | i

Bioassay records from PubChem.
